# ERG Ets-DNA blk: inhibitors of human ERG Ets domain-DNA interaction; fluorescence polarization, His-ERG Ets domain / labelled DNA; 0.028% of 370,000 active; P11308; Potency, µM (doses to about 76.9 µM), for the others: top-dose FP activity, negative = inhibition, most hits filed as inhibitors; active = well fitted inhibition curve with a large enough effect in the polarisation, with a control signal flat; inconclusive = small, poorly fitted or top-dose-only effect, or effect the other way, or a change in a side signal; inactive = no such curve, though single readings can be large or run the other way; the % refers to the polarisation;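 note: polarization taken with two DNA probes labelled with fluorescein and Texas red; potency is the fitted concentration of half-maximal effect; % of control where 0% means no effect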
#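 His-tagged ERG Ets domain (1 uM in the protein solution; 300mM KCl, 50mM Tris-HCl, 1mM EDTA, 1mM DTT, pH 7.5) received compound, then a probe mix of 5 nM fluorescein-DNA and 100nM Texas-615-DNA. Fluorescence polarization was read for both dyes.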
# POLB inh: inhibitors of human DNA polymerase beta; AID 485314; Potency, µM (titrated, usually from 114 µM), without a hit: top-dose activity change, negative = inhibition, actives largely listed as inhibitors; Pol beta primer extension/strand displacement, fluorescence kinetic; 1.3% of 340,000 active; note: potency is the fitted concentration of half-maximal effect; % is set by controls: 0 for no effect and ±100 for the full control effect
#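 Curves were derived by four-parameter Hill fits of normalized qHTS data. The kinetic fluorescent primer-extension read was taken at 0 and 10 min after 50 nM substrate, following a 15 min room-temperature preincubation of 10 nM enzyme with compounds.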
# APE1 inh: inhibitors of human APE1 endonuclease. P27695. 0.35% of 350,000 active. Potency, µM (doses to about 65.8 µM), for the others: at the highest dose activity change, negative = inhibition, hits mostly inhibitors. recombinant APE1, TAMRA/BHQ-2 abasic DNA cleavage fluorescence;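 note: potency is the fitted concentration of half-maximal effect; plate controls were vehicle for no effect and reference inhibitor for full effect; nearly all actives have a fitted effect of over 55% in size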
#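 Readout is kinetic fluorescence (ex 525, em 598 nm) from cleavage of 50 nM TAMRA/BHQ-2 THF abasic duplex by 0.75 nM APE1, compound added 15 min beforehand at RT.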
# Pol eta inh: blocks human DNA polymerase eta activity; 1.2% of 390,000 active; recombinant Pol eta, fluorescent DNA replication assay; Potency, µM (titrated, usually from 114 µM), for the others: top-dose activity change, negative = inhibition, most hits filed as inhibitors; note: potency is the fitted concentration of half-maximal effect; % is set by controls: 0 for no effect and ±100 for the full control effect
# Target sequence (Q9Y253 whole entry, looked up): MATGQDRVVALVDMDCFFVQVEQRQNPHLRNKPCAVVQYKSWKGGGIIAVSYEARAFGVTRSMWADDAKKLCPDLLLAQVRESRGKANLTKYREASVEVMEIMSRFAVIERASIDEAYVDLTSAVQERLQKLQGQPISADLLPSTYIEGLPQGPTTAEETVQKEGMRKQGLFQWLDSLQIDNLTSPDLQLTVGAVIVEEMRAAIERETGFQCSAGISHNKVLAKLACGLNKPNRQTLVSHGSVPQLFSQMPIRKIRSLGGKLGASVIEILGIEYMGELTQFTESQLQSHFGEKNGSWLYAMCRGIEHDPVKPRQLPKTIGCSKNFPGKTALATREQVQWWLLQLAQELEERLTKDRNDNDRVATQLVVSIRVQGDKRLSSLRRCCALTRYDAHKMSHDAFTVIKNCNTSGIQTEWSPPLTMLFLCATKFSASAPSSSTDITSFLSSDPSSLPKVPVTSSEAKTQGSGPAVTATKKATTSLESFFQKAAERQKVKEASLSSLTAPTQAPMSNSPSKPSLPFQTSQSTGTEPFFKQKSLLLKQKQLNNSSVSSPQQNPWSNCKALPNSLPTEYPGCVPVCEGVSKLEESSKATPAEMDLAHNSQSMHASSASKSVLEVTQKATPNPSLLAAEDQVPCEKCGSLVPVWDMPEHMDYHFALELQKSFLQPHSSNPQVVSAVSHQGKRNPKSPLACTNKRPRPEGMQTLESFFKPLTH
#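 Pol eta at 10 nM preincubated with compounds 15 min at room temperature; reaction started with fluorescent substrate (50 nM final) and read kinetically at 0 and 10 min.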
# Pol kappa inh: blocks human DNA polymerase kappa activity | Q9UBT6 | purified Pol kappa, fluorescent DNA synthesis assay, 10 min | Potency, µM (titrated, usually from 107 µM), without a hit: at the highest dose activity, negative = inhibition, actives largely listed as inhibitors | 0.53% of 400,000 active | AID 588579; note: potency is the fitted concentration of half-maximal effect; % is set by controls: 0 for no effect and ±100 for the full control effect
#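 Kinetic fluorescence screen: compound preincubated 15 min RT with 10 nM enzyme; 50 nM substrate (final) initiates; reads at 0/10 min.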
# ALOX12 inh: blocks human arachidonate 12S-lipoxygenase; purified 12hLO, xylenol orange hydroperoxide absorbance; Potency, µM (series often up to 108 µM), for the others: at the highest dose activity change, negative = inhibition, actives largely listed as inhibitors; 1.1% of 580,000 active; AID 1671190; note: potency is the fitted concentration of half-maximal effect; % is set by controls: 0 for no effect and ±100 for the full control effect
#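 Purified human 12hLO at 150 nM in 25 mM Hepes, 0.01% Triton X-100, pH 7.0, preincubated 15 min at room temperature with compound. Reaction started with 40 uM arachidonic acid, 30 min at room temperature. Hydroperoxide measured by Fe-xylenol orange, 573/405 nm absorbance ratio.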
# RGS4 inhibitor: human RGS4 inhibition; AID 504845; Transcreener GDP fluorescence polarization, RGS4-accelerated GTP hydrolysis; 0.039% of 390,000 active; P49798; Potency, µM (titrated, usually from 114 µM), inactives show at the highest dose activity change, negative = inhibition, actives largely listed as inhibitors; note: potency is the fitted concentration of half-maximal effect; % is set by controls: 0 for no effect and ±100 for the full control effect; nearly all actives have a fitted effect of over 75% in size; some results filed as inactive show a strong effect at the top dose
# Target sequence (P49798 whole entry, looked up): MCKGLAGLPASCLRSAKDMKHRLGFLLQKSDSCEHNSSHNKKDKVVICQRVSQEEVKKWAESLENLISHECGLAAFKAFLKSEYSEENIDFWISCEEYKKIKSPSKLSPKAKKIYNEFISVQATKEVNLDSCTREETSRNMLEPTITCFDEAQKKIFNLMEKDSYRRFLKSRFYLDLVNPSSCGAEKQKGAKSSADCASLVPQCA
#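 MLSMR compounds (23 nl, pin-transferred) preincubated 10 min at room temperature with a 500nM (2x) first reagent, then RGS4 at 900nM (2x) plus Transcreener GDP mix added; fluorescence polarization (620/688 nm) read before and after 90 min at 30 °C.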
# LDHA block: blocks human lactate dehydrogenase A | purified LDHA, NADH/diaphorase-resazurin fluorescence; hits give low values | activity change, % (values are at about 110 or 230 µM) | 0.15% of 480,000 active; in the data active = activity change below about -30%; inconclusive = mostly about -25% to -30%;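 note: plate controls were DMSO wells for no effect and wells without enzyme for full effect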
#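 Resorufin fluorescence (ex540/em590), read at 0 and 20 min after diaphorase/resazurin addition, reports the NADH left after a 5 min room-temperature reaction of 2 nM human LDH5 with 0.06 mM NADH and 0.2 mM pyruvate.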
# Apoferritin bind: binds horse apoferritin like a general anesthetic | 0.074% of 350,000 active | AID 485281 | apoferritin/1-aminoanthracene competitive binding, fluorescence | P02791 | Potency, µM (series often up to 77.5 µM), inactives show at the highest dose activity change, negative = displacement, hits mostly inhibitors; note: potency is the fitted concentration of half-maximal effect; % is set by controls: 0 for no effect and ±100 for the full control effect; nearly all actives have a fitted effect of over 20% in size
# Target sequence (P02791 2-175 limits assumed): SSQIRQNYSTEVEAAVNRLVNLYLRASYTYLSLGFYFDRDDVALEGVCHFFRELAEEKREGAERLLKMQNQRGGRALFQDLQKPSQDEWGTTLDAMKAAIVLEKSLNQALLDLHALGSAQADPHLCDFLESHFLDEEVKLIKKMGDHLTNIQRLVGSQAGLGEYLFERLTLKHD
#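 Apoferritin-based anesthetic binding model; compound displacement of fluorescent 1-AMA measured as endpoint fluorescence after 10 minutes at room temperature, scaled to free-ligand and complex controls.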
# The depositor's hits bear a star; ? = inconclusive; · = no result given; & = joins results of further samples; [ ] = remark or other dose. Unless noted, calls come from the whole dose curve; as a rule, active = well fitted curve in the direction sought with a large enough effect; inconclusive = small, poorly fitted or top-dose-only effect, or another doubt; inactive = no such curve, though single readings can be large; an effect the other way counts as inactive or inconclusive.
structure | Apoferritin bind | ALOX12 inh | RGS4 inhibitor | ERG Ets-DNA blk | Pol kappa inh | LDHA block | Pol eta inh | APE1 inh | POLB inh
O=C(CCN1CCCCCC1)Nc1cccc(Cl)c1 | -9% | -14% | 8% | -3% | -10% | -14 | 4% | 2% | 14%
CCN(CC)C(=O)C1CCCN(Cc2nc(-c3cccs3)no2)C1 (stereo not given) | -7% | 2% | -4% | -2% | -1% | -3 | -12% | 3% | -1%
COc1ccc(NC(=O)CCC(=O)N2CCC(c3ccccc3)=N2)cc1S(=O)(=O)N1CCCCC1 | · | 63%[activator] | -13% | 52%[activator] | 7% | -1 | -8% | · | ·
C=CCc1c(C)[nH]c2c(OC)cccc2c1=S | -17% | ? | -39% | -5% | -3% | 8&5 | -22% | 6% | 10%
C[C@@]12C(=O)N(c3ccc(Cl)cc3)C(=O)N1[C@@H]1c3ccccc3OC[C@@H]1[C@H]2c1ccccc1 | · | 7% | -1% | 3% | -6% | -8 | -11% | -8% | ·
Cc1ccc(Nc2nnc(SCC3CCCCO3)s2)cc1 (stereo not given) | ? | -6% | 2% | -4% | -2% | -3 | -24% | 25% | 0%
O=C(c1ccccc1NS(=O)(=O)c1cccc2cccnc12)N1CCOCC1 | -15% | 4% | -9% | -12% | -5% | -8 | -6% | 9% | 10%
CCOC(=O)C(C)On1c(-c2cccc(Cl)c2)nc2ccc([N+](=O)[O-])cc21 (stereo not given) | ? | 0% | -44% | 1% | -1% | 3 | -17% | -7% | 2%
Cc1cc(NC(=O)CSc2nnc(Nc3ccccc3)s2)no1 | -4% | -7% | 23% | -2% | -8% | -1 | -8% | 13% | 3%
Cc1ccc(S(N)(=O)=O)cc1NC(=O)C1CC2CCC1C2 (stereo not given) | -12% | 2% | 1% | · | -6% | 0 | -1% | 1% | -19%
O=C(CNC(=O)C1CCCCC1)OCC(=O)c1ccc(F)cc1 | · | 0% | -8%&4% | -6% | 4%&-16% | 4&-4 | -1% | 0% | ·
COc1ccc(C(=O)c2c3ccc(OC)cc3[n+]([O-])n2Cc2ccc(C(N)=O)cc2)cc1 | · | -11% | 6% | 0% | -10% | 34 | -11% | -10% | ·
CC1Cc2ccccc2N1S(=O)(=O)c1cccs1 (stereo not given) | -12% | -27% | 26% | · | -4% | 1 | -18% | -3% | 3%
Cc1ccc(C)c(OC(=O)c2cncc(Br)c2)c1 | -21% | -9% | -9% | -5% | 3% | -8 | -21% | -2% | 1%
O=C1NC(=S)N/C1=C/c1cccc2ccccc12 | 0% | -1% | -21% | 10% | 1% | 0 | -7% | -2% | 27%
O=C(c1ccco1)N1CCN(C(=O)c2ccccc2OC(=O)C23CC4CC(CC(C4)C2)C3)CC1 | -20% | 2% | -18% | -3% | -15% | -4 | -1% | 2% | -10%
CC(CN1CCCCC1)OC(=O)c1ccc(Cl)cc1Cl (stereo not given) | -8% | 0% | 3% | -6% | -8% | -10 | -7% | 1% | -1%
COc1cc(C(=O)N/N=c2/sc3ccccc3n2C)cc(OC)c1OC | 4% | -4% | 2% | -5% | -1% | -4 | -16% | -4% | 7%
COc1ccc(CN2CCN(c3cccc(C)c3C)CC2)cc1OC | -1% | ? | 1% | 0% | -16% | 0 | -4% | ? | -1%
CC(C)c1ccc(S(=O)(=O)N2CCN(CC(=O)Nc3ccc4c(c3)OCO4)CC2)cc1 | -10% | 0% | 7% | 2% | -18% | -4 | -18% | -6% | 5%
COc1ccc(NC(=O)CN2C(=O)CCn3nc(-c4cccn4C)cc32)cc1 | -1% | -24% | -3% | -3% | -9%[60.1 µM] | -10 | -9% | · | -4%
CCCCc1ccc(/C(C)=N/Nc2cc(N3CCOCC3)nc(C)n2)cc1 | -8% | ? | 1% | 11% | 2% | 1 | -21% | 11% | -8%
COCc1cc(C)nc(SCC(=O)Nc2cccc(C)c2C)c1C#N | 7% | 7% | -17% | · | 5%[60.1 µM] | -2 | 1% | -3% | -9%
Cc1ccccc1OCc1nc2c3cnn(-c4ccccc4Br)c3ncn2n1 | -5% | -11% | -15% | -4% | 0% | -11 | · | · | 34%
CC(C)NC(=O)C1CCN(C2CCN(C(=O)/C=C/c3cccs3)CC2)CC1 | -6% | 1% | -11% | -5% | -5% | -8 | -6% | -3% | 17%
O=Cc1ccc(O)c2ncccc12 | -4% | · | 17% | 13% | -12% | 26 | 3% | -4% | -8%
Cc1nc2sc3c(c2c(=O)[nH]1)CCCC3 | 3% | 11% | 20% | 13% | 0% | -5 | 10% | 1% | -11%
CCOc1ccc2cc(-c3nnc(Nc4ccc(C)cc4)s3)c(=O)oc2c1 | 0% | -23% | -3% | -2% | 11% | 1 | -13% | · | 1%
CC1CCCC(N2CCN(C(=O)c3cccc(F)c3)CC2)C1 (stereo not given) | -5% | ? | 7% | · | 0% | -14 | 4% | 6% | 18%
O=C(Nc1ccccc1)n1cc(-c2ccccn2)c(N2CCOCC2)n1 | 1% | 1% | -13% | -14% | -1% | -6 | 0% | -9% | 10%
COc1ccc(C2=C(c3ccc(OC)c(OC)c3)CN3CCCCC3C2)cc1 (stereo not given) | · | 8% | 4% | 0% | -4% | -9 | 1% | -1% | ·
COc1ccc(-c2c[n+](CC(=O)OC3CC(C)CCC3C(C)C)c3n2CCC3)cc1 (stereo not given) | -18% | 7% | -23% | 7% | -6% | 0 | -6% | -4% | -12%
O=C(Nc1c(-c2ccccc2)nc2ncccn12)c1cc2ccccc2oc1=O | -12% | 17%[57.4 µM] | ? | 6% | -4% | -3 | -13% | 0% | 6%
O=C(NC(Cc1ccccc1)C(=O)O)/C(=C/c1ccc([N+](=O)[O-])cc1)NC(=O)c1ccc(Br)o1 (stereo not given) | -4% | -8% | ? | 13% | 0% | 1 | -14% | 26% | 2%
CCCCn1c(SCC(=O)Nc2sc3c(c2C(N)=O)CCC3)nnc1-c1ccccc1 | · | ? | ? | 27% | -8% | -9 | -8% | · | ·
O=C(NC1CC1)c1ccc2c(c1)C1C3CCC(C3)C1C(c1ccccc1)N2 (stereo not given) | -5% | -14% | -18% | 4% | -3% | -7 | -8% | 7% | 8%
CCCC1(CCC)NC(=O)N(CC(=O)N2CCc3ccccc32)C1=O | · | 33%[activator] | 5% | -5%[15.4 µM] | -11% | -8 | -14% | 26% | ·
Cc1[nH]n(-c2cccc(Cl)c2)c(=O)c1-c1ccccc1 | 7% | 190%[activator][57.4 µM] | -22% | -3% | -10% | -2 | -7% | -5% | 2%
COc1ccccc1N1CCN(Cc2nc(N)nc(Nc3ccccc3)n2)CC1 | -17% | 0% | 23% | -7% | -14% | -7 | -2% | -1% | 35%
CN(CC(=O)Nc1ccc2c(c1)OCCO2)Cc1nc2ccccc2c(=O)[nH]1 | · | 225%[activator] | -10% | -7% | 7% | 0 | -9% | 23% | ·
CN(C)c1ccc(N=Nc2ccccc2C(=O)OCC(=O)NCC2CCCCC2)cc1 | ? | 23% | -6% | ? | -20% | 6 | -29% | 5% | 21%
CN(CC(=O)Nc1ccc(Cl)c(Cl)c1)Cc1nnc(-c2ccc(F)cc2)o1 | -16% | 0% | -26% | -1% | 11% | 0 | -23% | 7% | 0%
O=C(NC(=S)Nc1ccccc1O)c1ccccc1Cl | ? | ? | 12% | 13% | 3% | -4 | 10% | 11% | 36%[activator]
Cc1cc(NS(=O)(=O)c2ccc(NC(=O)C(C)Oc3ccccc3Cl)cc2)no1 (stereo not given) | · | -9% | 0% | -5% | -2% | -9 | -5% | -1% | ·
O=C(c1ccc(F)cc1Cl)N(Cc1ccco1)C1CCS(=O)(=O)C1 (stereo not given) | · | -39% | -4% | · | -20% | -4 | -16% | 21% | ·
CCOc1cccc2cc(-c3nc(-c4ccc(Cl)cc4)c(C)s3)c(=O)oc12 | 20% | -15% | 19% | -4% | -1%[60.1 µM] | -4 | -6% | · | 10%
CNC(=O)c1c(NC(=O)CCS(=O)(=O)c2ccc(C)cc2)sc2c1CCN(C(=O)OC)C2 | · | -1% | -52% | -7% | -14% | 3 | -2% | 4% | ·
CC12CCC(C(=O)Nc3cccc4ccccc34)(C1Br)C2(C)C (stereo not given) | ? | -6% | -3% | 0% | -15% | -10 | 3% | 0% | 19%
O=C(O/C(=C/c1ccccc1)C(F)(F)F)c1ccccc1 | · | 3% | -6% | -5% | -9% | 1 | -19% | · | ·
COC(=O)c1ccc(CSc2nnc3ccc4ccccc4n23)cc1 | 9% | -8% | 5% | -1% | -3% | -3 | -9% | · | 3%

# Continued.
structure | Apoferritin bind | ALOX12 inh | RGS4 inhibitor | ERG Ets-DNA blk | Pol kappa inh | LDHA block | Pol eta inh | APE1 inh | POLB inh
CC(=O)Nc1ccc(NC(=O)C2CCC(N3C(=O)C4C5C=CC(C6CC56)C4C3=O)CC2)cc1 (stereo not given) | 4% | 7% | ? | 7% | -1% | -4 | -13% | 76% | -11%
COc1ccc(CCC(C)Nc2ccccc2F)cc1 (stereo not given) | 5% | -4% | -18% | 2% | -10% | 6 | -1% | 0% | 0%
C=C1CC[C@H](O)C/C1=C/C=C1\CCC[C@]2(C)C([C@H](C)CCCC(C)(C)O)CC[C@@H]12 (stereo not given in full) | -8% | -10%[12.5 µM] | ? | · | 1%&-11%[19.4 µM] | · | · | -1%&12% | ·
CCOC(=O)C1CCN(C(=O)N(C)C)CC1 | 27% | -9% | -1% | 4% | 1% | -5 | -7% | 4% | -2%
O=C(Nc1cccc2ccccc12)OCc1ccccc1 | · | 1% | 8% | 7% | 1% | 11 | -11% | · | ·
CCN(CC(=O)Nc1ccc(Br)c(C)c1)CC(=O)NC(C)C | -5% | -8% | 2% | 7% | -2% | -13 | -5% | 17% | -1%

# Only part of the results is shown, so the mix of outcomes need not match the whole.
